High-throughput results (PubChem)
Shn3 3UTR inh – reduction of Shn3 3'UTR firefly luciferase signal, primary screen, Schnurri-3 inhibitor project, cell-based, Clone20 osteoblasts, set 2; Clone20 osteoblast Shn3 3'UTR firefly luciferase, 24 h; inhibition, % at 12.5 µM; 360,000 compounds, 0.52% hits;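 active = mean inhibition of at least 75% with every replicate also reaching 75%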;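 note: 0% = median of neutral control wells and 100% = pilot-screen positive control compound; some compounds past the cut are filed as inactive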
CF NFkB inh – inhibitors of PAF-induced NF-kB signaling, primary screen, cell-based, GFP fluorescence, uHTS; KKLEB NF-kB-GFP reporter, GFP fluorescence overnight; inhibition, % at 5 µM; 360,000 compounds, 0.86% hits; AID 588850, 2011;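 active = at least 50% inhibition at 5 µM, scaled per plate between neutral and stimulator controls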;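 note: PAF is a Pseudomonas aeruginosa culture filtrate used as stimulus; plate controls were PAF-stimulated DMSO wells for no effect and unstimulated DMSO wells for full effect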
Vif imaging – HIV Vif self-association inhibitors, primary screen, imaging, HEK293T, single point | HEK293T cells, Vif self-association by quenched fluorescence, 24 h | 340,000 compounds, 0.35% hits | inhibition, % at 7.49 µM; in the data active = inhibition above about 50%, passing the limit was not always enough; note: some results filed as inactive read as strong as hits
HIF-2a block – HIF-2a reporter inhibitors, primary screen, luminescence, 786-0 RCC cells; 786-0 RCC cells HIF-2a reporter, luciferase luminescence, overnight; inhibition, % at 18.8 µM; 360,000 compounds, 0.72% hits; AID 624352, 2012;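 active = inhibition of the luminescence signal of 40% or more relative to plate controls, in a single-dose primary screen at 18.75 µM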
PDI inh – inhibitors of human PDI, primary screen, biochemical, turbidity, single point, plate reader; inhibition, % at 10 µM; 350,000 compounds, 0.052% hits; PDI insulin aggregation turbidity, A650, 90 min;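 active = mean inhibition across replicates of 30% or more, whatever share of single replicates reach that level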;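 note: absorbance from insulin aggregation driven by PDI reduction with DTT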
Target sequence (P07237 whole entry, looked up): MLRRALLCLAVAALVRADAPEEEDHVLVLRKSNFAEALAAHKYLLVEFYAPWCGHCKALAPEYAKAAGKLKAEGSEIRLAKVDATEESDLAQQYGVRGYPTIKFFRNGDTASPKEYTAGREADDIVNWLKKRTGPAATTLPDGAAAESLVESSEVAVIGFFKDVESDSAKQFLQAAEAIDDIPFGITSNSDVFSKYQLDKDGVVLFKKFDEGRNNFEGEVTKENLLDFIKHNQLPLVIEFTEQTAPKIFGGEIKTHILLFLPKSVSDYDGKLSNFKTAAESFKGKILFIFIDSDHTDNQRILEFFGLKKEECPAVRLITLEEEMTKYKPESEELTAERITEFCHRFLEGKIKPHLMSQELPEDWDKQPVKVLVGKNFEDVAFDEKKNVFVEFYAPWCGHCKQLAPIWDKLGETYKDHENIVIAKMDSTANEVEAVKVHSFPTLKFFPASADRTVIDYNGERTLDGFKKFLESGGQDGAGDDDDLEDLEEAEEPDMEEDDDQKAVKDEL
CaV13 FRET inh – Primary screen for inhibitors of IQ motif and Ca2+-dependent inactivation inhibitor domain binding in CACNA1D, Förster resonance energy transfer in living cells, …; HEK cells, CFP/YFP FRET ICDI-IQ, plate reader, 10 min; percent FRET-ratio fall versus neutral wells; inhibition, % at 12.3 µM; 340,000 compounds, 0.098% hits; AID 743397;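 active = mean replicate inhibition of at least 30% and at least 1% of replicates passing that level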;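 note: 0% = median of the neutral control wells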
MITF TRPM1 inh – inhibitors of MITF-dependent TRPM1 promoter reporter, primary screen, cell-based, SK-MEL-5, single point, luciferase | inhibition, % at 12.5 µM | AID 488899, 2010 | 330,000 compounds, 0.83% hits | SK-MEL-5 TRPM1 promoter luciferase, 24 h;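 active = mean inhibition across replicates of 60% or more, whatever share of single replicates reaches that level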; note: values of inactives mirror those of a sister screen read the other way
NR2E3 ag-1 – inhibitors of NR2E3-RetCOR corepressor binding, primary screen, NR2E3 agonist project, biochemical, TR-FRET, GST-NR2E3, biotin-RetCOR; Photoreceptor-specific nuclear receptor (Homo sapiens), Q9Y5X4; 1536-well; inhibition of corepressor binding, % at 4.78 µM; 320,000 compounds, 0.12% hits; AID 2300, 2010;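 active = percent inhibition above the cutoff of mean plus 3 SD of all tested compounds, set per screening campaign, cut at about 20% in these data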;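 note: 0% = DMSO wells and 100% = biotin wells as full block of FRET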
Target sequence (Q9Y5X4 whole entry, looked up): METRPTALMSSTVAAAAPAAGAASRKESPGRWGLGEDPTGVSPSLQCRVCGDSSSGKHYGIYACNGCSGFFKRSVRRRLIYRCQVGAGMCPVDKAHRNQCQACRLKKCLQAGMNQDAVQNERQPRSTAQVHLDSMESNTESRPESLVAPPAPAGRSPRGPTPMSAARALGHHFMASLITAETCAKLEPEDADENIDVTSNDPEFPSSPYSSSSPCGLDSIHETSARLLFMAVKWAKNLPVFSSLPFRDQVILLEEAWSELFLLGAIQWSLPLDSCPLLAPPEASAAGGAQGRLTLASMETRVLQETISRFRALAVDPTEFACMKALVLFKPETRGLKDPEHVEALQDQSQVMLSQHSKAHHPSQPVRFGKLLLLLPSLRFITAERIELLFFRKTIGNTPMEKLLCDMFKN
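Material: NR2E3–RetCOR corepressor complex / Amount: 1.35 nM GST-NR2E3 / Medium: Tris pH 7.5 / Compound: single nominal compound dose of 4.8 µM / Incubation: 5 h at 4 °C / Technique: TR-FRET, Eu(K)-anti-GST donor, streptavidin-D2 acceptor, ex 340, em 617/671 nm / Read-out basis: percent loss of FRET ratio relative to control wells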
NR2E3 ag-2 – NR2E3 agonists in two-hybrid cells, primary screen, cell-based, luminescence, CHO-S, Gal4-NCOR/VP16-NR2E3; Photoreceptor-specific nuclear receptor (Homo sapiens), Q9Y5X4; luciferase; inhibition of corepressor binding, % at 3.98 µM; 360,000 compounds, 0.35% hits; AID 602229, 2012;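 active = inhibition above the mean of all tested compounds plus 3 SD, cut at about 70% in these data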;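 note: 0% = DMSO with NR2E3 transfected cells and 100% = cells lacking NR2E3 construct; higher means lower luciferase signal from less NR2E3 corepressor binding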
Peg3 prom inh – Peg3 promoter-driven luciferase inhibitors, primary screen, cell-based, HeLa, luciferase luminescence; 360,000 compounds, 1.7% hits; inhibition, % at 20 µM; HeLa PEG-Prom luciferase reporter, overnight;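 active = inhibition of at least 50% at 20 µM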
KKLEB cytotox – cytotoxicity in KKLEB CF airway cells, primary screen, cytotoxicity control for CF NF-kB inhibitor project, cell-based, uHTS, fluorescence assay plates. KKLEB CF airway cells viability, ATPlite luminescence, overnight; stronger effect = lower value; cells stimulated with P. aeruginosa culture filtrate. activity change (cytotoxicity), % at 5 µM. 360,000 compounds, 0.36% hits. AID 602141, 2011;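 active = corrected activity change at or below -50% at 5 µM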
Active calls of the source: *; x = no result given.

1. CC1(C(=O)OCC(=O)Nc2cccc(S(=O)(=O)NC3=NCCCCC3)c2)CC1(Cl)Cl (configuration not stated)
2. CSC1=NC(=O)/C(=C/c2ccc(SC)cc2)S1
3. COCCNC(=O)C(OC(=O)c1ccco1)c1ccccc1Cl (configuration not stated)
4. COc1ccc2oc(C(=O)NC3CCCCC3)c(C)c2c1
5. O=C(NCC1CCCO1)c1ccc2nc(N3CCCCC3)sc2c1 (configuration not stated)
6. Cc1c(N)cc(C(=O)N2CCOCC2)cc1[N+](=O)[O-]
assay / compound | 1 | 2 | 3 | 4 | 5 | 6
Shn3 3UTR inh | -12 | -38 | -2 | -92 | -78 | -34
NR2E3 ag-2 | 5 | -112 | -15 | -163 | -123 | -20
KKLEB cytotox | 8 | -11 | 0 | 4 | -2 | 3
NR2E3 ag-1 | -2 | -1 | 4 | 2 | -2 | 1
PDI inh | 3 | 2 | -2 | 5 | -5 | -3
HIF-2a block | 10 | -172 | 7 | -215 | -196 | 13
MITF TRPM1 inh | 0 | -6 | 1 | -114 | -42 | -3
Peg3 prom inh | 2 | -19 | 6 | -329 | -97 | 9
Vif imaging | 5 | 0 | 3 | -6 | x | 5
CF NFkB inh | 2 | 5 | -15 | 4 | -5 | 0
CaV13 FRET inh | -4 | -19 | -1 | -2 | -6 | -5

7. Cc1nonc1C1CCCN1C(=O)c1cc(COc2ccc(F)cc2F)on1 (configuration not stated)
8. O=C(O)CSCC(=O)NCc1ccc(Cl)cc1
9. CCOc1ccc(C(O)Cc2nc3ccccc3n2C)cc1 (configuration not stated)
10. COc1ccc(C(=O)N2CCN(c3c(C)cccc3C)CC2)cc1OC
11. C#CCOCCOCCOCCNc1nc(N2CCOCC2)nc(N2CCN(C(=O)[C@H](Cc3ccc(O)cc3)n3cc(CCO)nn3)CC2)n1
12. CCc1nnc(NS(=O)(=O)c2ccc(NC(=O)c3ccccc3)cc2)s1
assay / compound | 7 | 8 | 9 | 10 | 11 | 12
Shn3 3UTR inh | -71 | -1 | -28 | 18 | -29 | -8
NR2E3 ag-2 | -119 | 38 | -15 | -19 | -9 | -6
KKLEB cytotox | 10 | -10 | -6 | -22 | -6 | -4
NR2E3 ag-1 | -2 | 0 | 1 | -3 | x | -1
PDI inh | 1 | 4 | -4 | x | 18 | 2
HIF-2a block | -345 | 15 | -207 | 17 | -9 | 7
MITF TRPM1 inh | -79 | -5 | -20 | x | 5 | -5
Peg3 prom inh | -272 | 1 | -150 | 3 | -10 | -5
Vif imaging | 2 | 4 | x | -5 | -5 | 0
CF NFkB inh | 3 | 6 | 20 | 28 | -6 | -11
CaV13 FRET inh | 2 | -6 | -7 | -11 | -5 | -6

13. Cc1cc(NC(=O)c2ccccc2)nc2c1c(=O)oc1ccccc12
14. N#Cc1ccccc1OCc1cn(CC(=O)c2ccc(O)cc2)nn1
15. Cc1ccc(C(C(=O)NCc2ccc(F)cc2)N(C(=O)c2csnn2)C2CC2)o1 (configuration not stated)
16. Cc1cc(C)c2c(=O)[nH]c(=O)n(Cc3ccccc3)c2n1
17. Cc1ccc(O)c(-c2[nH]ncc2C(=O)c2ccc(Br)cc2)c1
18. COc1cc(C#N)ccc1OC(=O)C1CCN(C(=O)c2ccc(F)cc2)CC1
assay / compound | 13 | 14 | 15 | 16 | 17 | 18
Shn3 3UTR inh | 0 | -2 | 2 | -13 | -8 | -3
NR2E3 ag-2 | 4 | -41 | -26 | -22 | 30 | -8
KKLEB cytotox | 4 | -6 | -11 | -2 | 8 | 18
NR2E3 ag-1 | 0 | x | 0 | -3 | 0 | 0
PDI inh | 1 | 3 | 5 | 4 | -4 | -4
HIF-2a block | -13 | -53 | 18 | 2 | 18 | 4
MITF TRPM1 inh | 0 | -20 | -10 | -4 | -7 | -2
Peg3 prom inh | 15 | -56 | 10 | -21 | 20 | 12
Vif imaging | -1 | 1 | 1 | 0 | x | -8
CF NFkB inh | -45 | 18 | 6 | -15 | 13 | -29
CaV13 FRET inh | -3 | -7 | -3 | x | -20 | x

19. CCN(CC(=O)Nc1c(F)cccc1F)C(=O)/C=C/c1ccc(C)cc1
20. CC(C)CNC(=O)C(=O)NNC(=O)c1ccco1
21. CC(C)(C)OC[C@H](NC(=O)c1[nH]cnc1C(=O)Nc1ccccc1F)C(=O)OC(C)(C)C
22. COc1cccc(NC(=O)N2CCc3nc(Nc4ccc(C(C)C)cc4)ncc3C2)c1
23. CC(=O)Nc1ccc(CNc2nc(NCc3cccs3)nc3ccsc23)cc1
24. O=C(Nc1ccc(-c2nc3cc(Cl)ccc3c(=O)o2)cc1)c1ccco1
assay / compound | 19 | 20 | 21 | 22 | 23 | 24
Shn3 3UTR inh | -54 | 13 | 1 | -10 | 2 | -17
NR2E3 ag-2 | 43 | -5 | 2 | -34 | 0 | 10
KKLEB cytotox | 15 | 13 | 12 | 2 | -11 | 3
NR2E3 ag-1 | 0 | 0 | x | x | x | 1
PDI inh | -2 | 3 | 0 | -2 | -3 | 2
HIF-2a block | -241 | 8 | 17 | -59 | 2 | 17
MITF TRPM1 inh | -77 | 6 | x | x | x | -1
Peg3 prom inh | -224 | 13 | 1 | -33 | 8 | 13
Vif imaging | 7 | 4 | -1 | 5 | -3 | -5
CF NFkB inh | -71 | -13 | 2 | -13 | 30 | 10
CaV13 FRET inh | -2 | 3 | -5 | -10 | -3 | -4

25. O=C(Cc1ccccc1)Nc1scc(-c2ccccc2)c1C(=O)N1CCOCC1
26. Cc1ccc(-c2nnc(Nc3ccc(C(=O)N(C)C)cc3)c3ccccc23)cc1S(=O)(=O)NC(C)(C)CO
27. CN1CC(=O)N(CC(=O)Nc2ccc(Cl)c(C(F)(F)F)c2)C1=O
28. O=C(COc1ccc(Cl)cc1Cl)NN=C1c2ccccc2-c2ccccc21
29. O=C(CSc1nnc(CNC(=O)C23CC4CC(CC(C4)C2)C3)n1-c1ccc(F)cc1)Nc1ccc(F)cc1
30. CCc1nnc2c3cnn(-c4ccccc4)c3ncn12
assay / compound | 25 | 26 | 27 | 28 | 29 | 30
Shn3 3UTR inh | 7 | -2 | 27 | -8 | 24 | -48
NR2E3 ag-2 | -1 | 3 | 0 | -37 | -11 | -97
KKLEB cytotox | 3 | -8 | -6 | -18 | -16 | 3
NR2E3 ag-1 | 1 | 3 | 1 | -1 | 0 | -1
PDI inh | 7 | -4 | 4 | 0 | 4 | 9
HIF-2a block | -17 | -22 | 14 | -10 | 10 | -233
MITF TRPM1 inh | 12 | -8 | -8 | 13 | -4 | -81
Peg3 prom inh | -7 | -27 | 25 | 25 | 16 | -219
Vif imaging | 4 | -4 | -2 | 2 | 4 | x
CF NFkB inh | 2 | 5 | -16 | 11 | 19 | 19
CaV13 FRET inh | x | -14 | -4 | -5 | -15 | -4

31. CC(C)(C)[C@@H]1C=C(C(=O)O)[C@H](c2ccc(Cl)cc2)N1S(=O)(=O)c1ccccc1
32. CCCCOC(=O)Nc1sc2nc(C)cc(C)c2c1-n1cccc1
33. CCOC(=O)N1CCN(C(=O)c2cn(C)c(=O)c3c2c2ccccc2n3C)CC1
34. O=C(NCc1ccc(Cl)cc1)C1CCN(S(=O)(=O)c2cccnc2)CC1
35. Cc1ccc2sc(-c3ccc(NC(=O)/C=C\C(=O)O)cc3)nc2c1
36. COc1cc(=O)n(C)c2c(OCC3OC(C)(C)OC3(C)C)cccc12 (configuration not stated)
assay / compound | 31 | 32 | 33 | 34 | 35 | 36
Shn3 3UTR inh | 0 | 13 | 3 | -17 | -17 | -14
NR2E3 ag-2 | 12 | -28 | -4 | 5 | -147 | 13
KKLEB cytotox | 11 | -10 | -6 | 5 | -15 | 8
NR2E3 ag-1 | x | 2 | 2 | 0 | x | 1
PDI inh | -4 | -5 | 4 | 19 | -2 | x
HIF-2a block | 12 | 12 | 10 | -1 | -234 | -48
MITF TRPM1 inh | -4 | -3 | 7 | 5 | -27 | x
Peg3 prom inh | 2 | 16 | 20 | 6 | -299 | -50
Vif imaging | x | 10 | -2 | -1 | 33 | -12
CF NFkB inh | 0 | 2 | 1 | 6 | -22 | -7
CaV13 FRET inh | -5 | x | -4 | -5 | -10 | x

37. COc1cc(N(C(C)=O)c2ccc(O)c(C(=O)O)c2)c2ncccc2c1
38. CC(C)CC1NC(=S)N(Cc2ccccc2)C1=O (configuration not stated)
39. Cc1cccc(N2CCN(Cc3nc(-c4cccc(Cl)c4)oc3C)CC2)n1
40. CCN1CCN(C(=S)NC(=O)c2cccc(Br)c2)CC1
41. CC1(C)CC(=O)CC(=Nc2ccc(C(=O)O)cc2)C1
assay / compound | 37 | 38 | 39 | 40 | 41
Shn3 3UTR inh | -16 | 9 | 24 | 17 | 0
NR2E3 ag-2 | -52 | -35 | 12 | 20 | -8
KKLEB cytotox | 10 | -17 | -2 | 2 | 6
NR2E3 ag-1 | x | 2 | 3 | x | 2
PDI inh | -4 | 11 | 12 | -2 | -7
HIF-2a block | 4 | -11 | 2 | 1 | 2
MITF TRPM1 inh | x | 5 | 3 | 5 | 5
Peg3 prom inh | 8 | 99* | -6 | 9 | 4
Vif imaging | 6 | -9 | -4 | 0 | 0
CF NFkB inh | -9 | 58* | 19 | 0 | -12
CaV13 FRET inh | -6 | -19 | -3 | -7 | x

Profiles as entered above. Order of values: Shn3 3UTR inh, NR2E3 ag-2, KKLEB cytotox, NR2E3 ag-1, PDI inh, HIF-2a block, MITF TRPM1 inh, Peg3 prom inh, Vif imaging, CF NFkB inh, CaV13 FRET inh
Listed for CC(C)CNC(=O)C(=O)NNC(=O)c1ccco1 : 13, -5, 13, 0, 3, 8, 6, 13, 4, -13, 3
Listed for CC(=O)Nc1ccc(CNc2nc(NCc3cccs3)nc3ccsc23)cc1 : 2, 0, -11, x, -3, 2, x, 8, -3, 30, -3
Listed for COCCNC(=O)C(OC(=O)c1ccco1)c1ccccc1Cl (configuration not stated) : -2, -15, 0, 4, -2, 7, 1, 6, 3, -15, -1
Listed for CCOc1ccc(C(O)Cc2nc3ccccc3n2C)cc1 (configuration not stated) : -28, -15, -6, 1, -4, -207, -20, -150, x, 20, -7
Listed for N#Cc1ccccc1OCc1cn(CC(=O)c2ccc(O)cc2)nn1 : -2, -41, -6, x, 3, -53, -20, -56, 1, 18, -7
